Compound activity (PubChem BioAssay)
D2 antagonist = D2 dopamine receptor (human) antagonism. inhibition, % at 10 µM. hit rate 2% among 340,000. AID 485344. HEK293 TREx D2 cells, calcium flux, dopamine EC80. P14416; in the data active means inhibition above about 30%; further: 0% is about no effect
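HEK293 T-REx D2 cells, tet-induced, calcium dye no-wash. Cpd pintool add, 180 s kinetic, then EC80 DA, 180 s kinetic. Ca flux read.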
TRHR PAM = TRH receptor (human) allosteric enhancement; P34981; TRHR cells, fluo-8 calcium fluorescence, EC20 TRH enhancement; enhancement, % at 2 µM; hit rate 0.66% among 360,000; AID 493056; in the data active means enhancement above about 30%; further: 0% is about no effect
Target sequence (P34981 whole entry, looked up): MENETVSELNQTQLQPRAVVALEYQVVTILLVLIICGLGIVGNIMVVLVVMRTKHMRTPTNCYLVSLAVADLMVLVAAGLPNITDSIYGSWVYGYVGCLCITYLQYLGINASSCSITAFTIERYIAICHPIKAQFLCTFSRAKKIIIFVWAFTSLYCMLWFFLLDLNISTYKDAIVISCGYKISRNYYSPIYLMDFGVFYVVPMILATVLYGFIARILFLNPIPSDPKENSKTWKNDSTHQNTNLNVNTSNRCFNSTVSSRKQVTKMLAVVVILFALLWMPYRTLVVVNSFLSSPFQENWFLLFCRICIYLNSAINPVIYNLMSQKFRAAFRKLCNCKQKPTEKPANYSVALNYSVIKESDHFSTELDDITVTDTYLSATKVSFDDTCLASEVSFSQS
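TRHR-expressing cells loaded with fluo-8 calcium dye were read kinetically (ex 480/em 530) during compound addition, then stimulated with an EC20 of TRH (10 nM final). Enhancement of the Gq-mediated intracellular calcium response was scored.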
D1 antag = antagonists of human D1 dopamine receptor; P21728; HEK293 TREx D1 cells, calcium flux, dopamine EC80; active compounds read low; activity change, negative = inhibition, % at 10 µM; hit rate 3.2% among 360,000; AID 504652; in the data active means activity change below about -30%; further: on the % scale 0 is the no-effect control and ±100 the full control effect
Target sequence (P21728 whole entry, looked up): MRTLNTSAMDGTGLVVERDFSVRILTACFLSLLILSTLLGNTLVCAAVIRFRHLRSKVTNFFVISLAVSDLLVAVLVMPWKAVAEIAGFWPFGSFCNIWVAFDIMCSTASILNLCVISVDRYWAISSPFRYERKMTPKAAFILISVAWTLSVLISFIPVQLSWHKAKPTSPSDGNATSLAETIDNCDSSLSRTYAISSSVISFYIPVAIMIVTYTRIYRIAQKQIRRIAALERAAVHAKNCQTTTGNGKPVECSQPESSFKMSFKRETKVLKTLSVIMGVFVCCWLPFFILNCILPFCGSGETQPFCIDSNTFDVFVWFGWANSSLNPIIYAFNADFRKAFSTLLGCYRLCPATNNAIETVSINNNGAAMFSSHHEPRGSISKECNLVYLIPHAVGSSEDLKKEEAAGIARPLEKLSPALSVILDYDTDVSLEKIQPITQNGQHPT
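Tetracycline-induced HEK293 T-REx cells with force-coupled D1 receptor were loaded with a no-wash calcium dye. Compound was added after a 10 s baseline and read kinetically for 180 s; EC80 dopamine was then added and calcium flux followed another 180 s.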
D1 ag = agonists of human D1 dopamine receptor | P21728 | HEK293 T-REx D1 cells, calcium flux, agonist mode | activation, % at 2 µM | hit rate 1% among 360,000 | AID 504660; in the data active means activation above about 30%; further: 0% is about no effect
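Agonism was scored from calcium flux recorded over 180 s (1 read/s) after pintool compound addition, following a 10-cycle baseline. Cells were inducible force-coupled HEK293 TREx D1, plated overnight at 30 C and loaded with no-wash calcium dye.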
D1 potentiator = enhances dopamine response at the human D1 receptor | P21728 | HEK293 TREx D1 cells, calcium flux, dopamine EC20 potentiation | potentiation, % at 10 µM | hit rate 0.036% among 360,000 | AID 504651; in the data active means potentiation above about 30%; further: 0% is about no effect
D2 ag = activates the human D2 dopamine receptor. P14416. hit rate 0.53% among 340,000. HEK293 T-REx D2 cells, calcium flux agonist mode. activation, % at 2 µM;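 active means activation over 3 SD above normal in the single-dose calcium agonist read, cut at about 30% in these data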; further: 0% is about no effect
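Calcium-flux readout, 1 cycle/sec over 180 s following compound pin transfer, in inducible HEK293 Trex D2 cells (force-coupled); dopamine controls included. Positive calcium responses during this window marked compounds as potential agonists.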
RXFP1 ag = RXFP1 (human) receptor agonism. AID 2676. HEK293T-RXFP1 cAMP TR-FRET, 30 min; response scale: percent of porcine relaxin response, buffer zero. Potency, µM (series often up to 57.5 µM), without a hit: at the highest dose activation, actives largely listed as activators. hit rate 0.3% among 370,000; active means well fitted activation curve with a large enough effect; inconclusive means small, poorly fitted or top-dose-only effect; further: potency means the concentration at half of the fitted maximal effect; on the % scale 0 is the no-effect control and ±100 the full control effect; nearly all actives have a fitted effect of over 60% in size; many of its hits are not listed in these tables
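Agonist response is measured as cAMP accumulation in an RXFP1-transfected HEK293T line under PDE4 inhibition. Values are scaled between buffer-only and 29 nM porcine relaxin, and EC50s come from standard Hill equation fits.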
D2 potentiator = positive allosteric modulators of human D2 dopamine receptor. potentiation, % at 10 µM. hit rate 0.34% among 340,000. P14416. HEK293 T-REx D2, calcium flux, EC20 dopamine potentiation;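 active means potentiation over 3 SD above the plate norm, cut at about 30% in these data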; further: 0% is about no effect
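Using a no-wash calcium dye in inducible, force-coupled HEK293 Trex cells expressing D2, we tracked fluorescence each second for 180 s after compound, then for 180 s after EC20 dopamine to detect augmented signalling.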
RXFP1 antag = antagonists of human relaxin receptor RXFP1; Q9HBX9; HEK293-RXFP1, relaxin-stimulated cAMP HTRF, 30 min; active compounds read low; activity change, negative = inhibition, % at 57.5 µM; hit rate 0.59% among 350,000; AID 1259400;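 active means activity change of -60% or lower, but not beyond a set lower limit; inconclusive means change between -60% and -40%, or beyond the set limit; inactive means change above -40%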; further: on the % scale 0 is the no-effect control and ±100 the full control effect
An asterisk follows results filed as active; ? = inconclusive; . = not tested or not shown.

SMILES	D2 antagonist	TRHR PAM	D1 antag	D1 ag	D1 potentiator	D2 ag	RXFP1 ag	D2 potentiator	RXFP1 antag
Cc1nc(-c2ccc(S(=O)(=O)NCc3ccccc3Cl)cc2)co1	.	-3	16	6	-3	0.8	1.9%	5	.
COc1nc(C)ccc1-c1noc(-c2ccncc2)n1	-20	3	-14	-2	-3	0.2	1.5%	38*	0
Cc1onc(-c2ccccc2)c1C(=O)NC(C)C	-9	-4	-15	4	.	-0.5	1.5%	-8	.
COC(=O)c1ccc(NC(=O)NS(=O)(=O)c2ccc(C)cc2)cc1	.	-3	1	1	-4	.	0.4%	.	-8
CC(=O)NC(CC(=O)NCc1ccncc1)c1ccccc1 (stereo not drawn)	-29	-8	-11	4	6	-1.4	2.3%	-4	-2
CCCC(=O)Nc1ccc2nc(SCC(=O)Nc3ccc(N4CCOCC4)c(Cl)c3)sc2c1	1	13	-18	2	0	0.0	4.1%	11	-5
COCCCNC(=O)c1ccc(Cn2c(=O)c3ccccc3n(CC(=O)Nc3ccc(C)cc3C)c2=O)cc1	.	2	-11	-3	-1	-0.1	0.7%	-2	.
COc1cc(OC)cc(-c2n[nH]c(=S)n2-c2ccc3c(c2)OCCO3)c1	-6	0	14	3	-1	-2.0	11%	6	?
CCCCNC(=O)N1CCN(c2ccccc2OCC)CC1	-4	-1	8	-1	4	0.2	0.9%	16	8
O=C(CSC1=NS(=O)(=O)c2ccccc2N1)N1CCCCC1	2	1	0	2	2	0.1	1.2%	-6	-1

Another view of 2 compounds above:
Compound | D2 antagonist | TRHR PAM | D1 antag | D1 ag | D1 potentiator | D2 ag | RXFP1 ag | D2 potentiator | RXFP1 antag
COc1cc(OC)cc(-c2n[nH]c(=S)n2-c2ccc3c(c2)OCCO3)c1 | -6 | 0 | 14 | 3 | -1 | -2.0 | 11% | 6 | ?
CCCCNC(=O)N1CCN(c2ccccc2OCC)CC1 | -4 | -1 | 8 | -1 | 4 | 0.2 | 0.9% | 16 | 8

Ordered by heavy-atom count (ascending): some entries from above.
SMILES	D2 antagonist	TRHR PAM	D1 antag	D1 ag	D1 potentiator	D2 ag	RXFP1 ag	D2 potentiator	RXFP1 antag
Cc1onc(-c2ccccc2)c1C(=O)NC(C)C	-9	-4	-15	4	.	-0.5	1.5%	-8	.
COc1nc(C)ccc1-c1noc(-c2ccncc2)n1	-20	3	-14	-2	-3	0.2	1.5%	38*	0
CCCCNC(=O)N1CCN(c2ccccc2OCC)CC1	-4	-1	8	-1	4	0.2	0.9%	16	8
COC(=O)c1ccc(NC(=O)NS(=O)(=O)c2ccc(C)cc2)cc1	.	-3	1	1	-4	.	0.4%	.	-8
COc1cc(OC)cc(-c2n[nH]c(=S)n2-c2ccc3c(c2)OCCO3)c1	-6	0	14	3	-1	-2.0	11%	6	?
CCCC(=O)Nc1ccc2nc(SCC(=O)Nc3ccc(N4CCOCC4)c(Cl)c3)sc2c1	1	13	-18	2	0	0.0	4.1%	11	-5
COCCCNC(=O)c1ccc(Cn2c(=O)c3ccccc3n(CC(=O)Nc3ccc(C)cc3C)c2=O)cc1	.	2	-11	-3	-1	-0.1	0.7%	-2	.

(more compounds)
SMILES	D2 antagonist	TRHR PAM	D1 antag	D1 ag	D1 potentiator	D2 ag	RXFP1 ag	D2 potentiator	RXFP1 antag
CCOc1cc(CNc2ccc3c(c2)OCCO3)cc(Br)c1OCC	14	-4	-8	2	1	0.0	2.3%	3	-13
Cc1cc(C)cc(NC(=O)CN2C(=O)COc3ccc(S(=O)(=O)N4CCCC4)cc32)c1	-7	0	10	1	4	-0.6	2.5%	11	5
Cc1cccc(N=Nc2ccc(O)c3ncccc23)c1	20	-18	28	29	11	-0.8	-1.1%	-3	7
COc1ccc(Cl)cc1S(=O)(=O)N1CCN(c2ccc(F)cc2)CC1	5	-1	-3	-3	4	0.4	2.0%	-2	0
O=C(OCc1nnc(-c2ccccc2)o1)c1ccc([N+](=O)[O-])s1	2	0	20	4	-4	-0.3	2.2%	-4	6
Cc1ccc2[nH]c(C(=O)O)c(-c3ccccc3)c2c1	.	-5	-14	-2	2	.	2.4%	.	1
O=C(Nc1ncccn1)C12CC3CC(CC(C3)C1)C2	11	-4	2	1	-7	0.8	-6.5%	-4	-13
O=C(O)C1C2C=CC(C2)C1C(=O)NCc1ccco1 (stereo not drawn)	-10	-5	.	0	-2	0.0	1.2%	-9	5
COc1ccc(CNC(=S)Nc2ccccc2C)cc1	4	0	0	0	8	-0.7	-0.4%	2	-2
CC(C)c1ccccc1NS(C)(=O)=O	-14	9	22	1	1	-1.7	0.1%	12	.

D2 potentiator, what is marked active above.
Compound	D2 antagonist	TRHR PAM	D1 antag	D1 ag	D1 potentiator	RXFP1 ag	D2 potentiator	RXFP1 antag
COc1nc(C)ccc1-c1noc(-c2ccncc2)n1	-20	3	-14	-2	-3	1.5%	38*	0

Going on with the list.
SMILES	D2 antagonist	TRHR PAM	D1 antag	D1 ag	D1 potentiator	D2 ag	RXFP1 ag	D2 potentiator	RXFP1 antag
O=C(c1nn2c(C(F)(F)F)cc(-c3ccccc3)nc2c1Cl)N1CCN2CCCC2C1 (stereo not drawn)	-11	-1	-23	1	-5	-0.4	2.6%	-13	-1
COc1cc(O)c(C(CC(=O)N2CCN(c3ccccc3)CC2)c2ccc3c(c2)OCO3)c(OC)c1 (stereo not drawn)	-6	4	-10	1	-5	0.8	1.3%	3	.
O=C(CCN1C(=O)C2C3CC(C(Br)C3Br)C2C1=O)OCC(=O)c1ccccc1 (stereo not drawn)	-8	6	-12	4	5	-0.2	1.5%	4	5
CN1CCc2c(sc3c2C(=O)NC(/C=C\c2ccccc2)N3)C1 (stereo not drawn)	-4	0	-3	3	3	2.8	7.4%	7	-17
O=C(COc1ccccc1N1C(=O)C2C3C=CC(C3)C2C1=O)c1ccccc1 (stereo not drawn)	-3	7	2	0	6	0.1	1.8%	10	-11
O=C(COC(=O)CC1CCCC1)Nc1cccc(F)c1	21	-1	-31*	1	2	-0.1	-0.3%	8	-2
NC1=NC(=O)/C(=C\c2ccc(-c3ccc(Cl)cc3)o2)S1	.	5	-4	6	-6	.	-0.4%	.	.
CN(C)c1ccc(-c2cccc(C3CC=CC4C3C(=O)N(Cc3ccccc3)C4c3ccc(C(F)(F)F)cc3)c2)cc1 (stereo not drawn)	24	-5	-18	4	-5	-0.1	1.8%	11	.
Cc1cccc(C)c1OCCCCCNCCO	1	-4	-5	10	1	-1.7	-2.7%	4	-10
O=C(Nc1ccccc1)c1nsnc1C(=O)Nc1ccccc1	-4	2	-28	0	-3	-0.8	5.5%	-14	-9
CC(CC(=O)N(CCC1=CCCCC1)c1c(N)n(Cc2ccccc2)c(=O)[nH]c1=O)c1ccccc1 (stereo not drawn)	-20	2	-3	0	3	8.3	1.6%	5	-2
Cn1c(SCC(=O)N2CCCCC2)nc2c(c1=O)SCC2	11	-3	-2	9	0	-0.1	4.8%	21	-2
Cc1ccc(C)c(S(=O)(=O)NC(Cc2c[nH]c3ccccc23)C(=O)O)c1 (stereo not drawn)	-6	-11	-9	6	-3	0.0	2.3%	-2	-5
CN=C(c1ccc(C)cc1)n1c(=S)nc(-c2ccc(C)cc2)n(C)c1=S	-24	5	-5	0	4	2.4	3.5%	-2	0
Cc1ccc(S(=O)(=O)c2nc(-c3ccccc3F)oc2N2CCCCC2)cc1	.	4	-2	4	-4	.	-0.1%	15	-15
Cc1cc(C(C)(C)C)oc1C(=O)O	18	-7	-10	2	-3	-2.2	-0.7%	0	-3
NC(=S)N/N=C/c1ccccc1OCCSc1ccc(Cl)cc1	-20	-1	11	7	0	-2.4	1.7%	-8	-9
CCN(CC)C(=O)c1ccc(Nc2nnc(-c3ccc(O)cc3)c3ccccc23)cc1	.	7	-10	1	-1	.	-2.9%	.	-3
Cc1cccc(OCC(=O)NCCNC(=O)c2ccco2)c1	10	7	0	1	0	-1.1	-0.4%	23	-10
O=C(Cn1c(=O)nc(-c2ccccc2)c2cc(Cl)ccc21)N1CCN(c2ccccc2F)CC1	.	2	-21	-1	1	1.5	-1.7%	6	22
CCOc1ccc(NC(=O)c2cc3c(n(-c4ccc(OC)cc4)c2=O)CC(C)(C)CC3=O)cc1	.	10	-8	1	-4	0.2	6.9%	16	-12
O=C(CCl)Nc1ccc(N2CCCCCC2)cc1	3	8	-19	2	1	2.0	-3.5%	5	-10
COc1ccccc1N(CC(=O)NCCc1ccccc1)C(=O)CCC(=O)Nc1ccccn1	-20	1	0	1	-4	1.1	-0.9%	1	-12
O=C(c1ccccc1)N(Cc1cccc(Br)c1)C1CCS(=O)(=O)C1 (stereo not drawn)	5	25	-12	1	-6	0.6	1.0%	-3	3
CCOc1ccc(-c2cn(-c3ccccc3OC)c(=S)[nH]2)cc1	-8	0	4	6	3	-0.5	4.1%	5	-20
COC(=O)Cc1[nH]n(-c2ccccc2)c(=O)c1C=Nc1ccc(C)cc1	1	-3	10	1	-3	-0.9	2.2%	7	32
O=C(Nc1ccc(Cl)c(Cl)c1)OCCNC(=O)c1cccc(Cl)c1	9	2	-12	2	-3	0.1	2.2%	8	-21
CCOC(=O)c1nnn(-c2nonc2-n2cccc2)c1CN1CCOCC1	-7	6	12	6	-4	0.0	2.2%	-4	2
COc1cc2c(cc1OC)n(CC(=O)c1ccc(C)cc1)c(=O)n1nc(CCn3nc(C)cc3C)nc21	.	1	17	0	-1	0.9	13%	7	0
CC(=O)Nc1cccc(C(=O)N/N=C/c2cccnc2)c1	4	-5	9	2	-8	2.1	-0.7%	11	-20
COc1ccccc1CNC(=O)c1ccc(S(=O)(=O)N2CCCC2)cc1	-12	-2	5	0	-5	0.8	-1.3%	-6	-4
CCCCc1nn2c(=O)cc(COC(=O)c3ccccc3NC(=O)C3CCCCC3)nc2s1	.	2	7	4	0	1.5	-0.3%	-6	-13
Cc1nc(SCC(=O)Nc2nsc(-c3ccc(C(C)(C)C)cc3)n2)c2c3c(sc2n1)CCCC3	.	-4	1	3	-5	0.4	-1.4%	-14	8
COc1ccc(C(=O)N/N=C\c2coc3ccc(C)cc3c2=O)cc1	-16	5	3	5	-10	0.6	-3.2%	0	-6
Cn1c(=O)c2c(ncn2CC(COCc2ccc(Cl)cc2)OCc2ccc(Cl)cc2)n(C)c1=O (stereo not drawn)	-22	-5	-8	-1	9	0.3	2.7%	11	-3

Some of the compounds tested, so the mix of outcomes need not match the whole.
